# KCNH2 WT inh: qHTS for Inhibitors of KCHN2 3.1: Wildtype qHTS. U2OS, BacMam KCNH2, thallium flux FluxOr; stronger effect = lower value. hit rate 0.37% among 340,000. activity change, % at 1.84 µM. Voltage-gated inwardly rectifying potassium channel KCNH2 (Homo sapiens), Q12809. AID 720551, 2013;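 active = maximum activity change below -70%; inconclusive = maximum activity change between -70% and -50%; inactive = maximum activity change above -50%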; also: % is scaled to controls: 0 for no effect and ±100 for the full control effect
#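 U2OS cells transduced with wild-type KCNH2 virus are loaded with FluxOr dye for 45 min, and thallium flux is measured in kinetic reads before and after stimulation buffer. Rate constants are normalized to DMSO controls.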
# PKM2 act: qHTS Assay for Activators of Human Muscle isoform 2 Pyruvate Kinase; purified PKM2, Kinase-Glo ATP luminescence, activation; response scale: 0% is enzyme alone, no compound; Pyruvate kinase PKM (Homo sapiens), P14618; hit rate 0.34% among 260,000; Potency, µM (titrated, usually from 57.5 µM), for inactives: at the top dose activation, most hits filed as activators; also: potency is read from the fitted curve at half-maximal effect; % is scaled to controls: 0 for no effect and ±100 for the full control effect; nearly all actives have a fitted effect of over 55% in size
#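 Purified hPK-M2 (>95%) run at intermediate activity with 0.1 mM ADP and 0.5 mM PEP in 50 mM imidazole pH 7.2, KCl, MgCl2; 1 h room temperature. ATP formed read by Kinase-Glo luminescence; normalized to uninhibited and no-enzyme controls.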
# Giardia kill: Small Molecules that selectively kill Giardia lamblia: qHTS | Giardia lamblia trophozoite viability | hit rate 0.15% among 340,000 | AID 540267, 2011 | activity change, % at 7.66 µM, hits read low; in the data active = activity change below about -80%; inconclusive = between about -30% and that limit;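 also: parasites exposed to compound for two days anaerobically before the ATP read; % is scaled to controls: 0 for no effect and ±100 for the full control effect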
#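 Trophozoite viability was measured as ATP-dependent luminescence, read 15-30 min after reagent addition. Before that, parasites at 100 cells/well were exposed to compounds for 48 h, anaerobically, at 37 deg C.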
# TRPV1 agonist: HTS Assay for Compounds that Act as Agonists of the Vanilloid Receptor 1 | Transient receptor potential cation channel subfamily V member 1 (Homo sapiens), Q8NER1 | TRPV1-expressing cells, Fluo-8 calcium influx, agonist mode | activation, % at 8.33 µM | hit rate 0.19% among 320,000 | AID 540275, 2011; in the data active = activation above about 80%; inconclusive = between about 30% and that limit; also: 0% is about no effect
#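 Fluo-8 calcium influx in TRPV1-expressing cells, kinetic read (ex 480/em 520 nm). Compound added and read 3 min for agonist activity, followed by capsaicin at EC20 final and 2 min further read for enhancement.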
# FBPA coupling cs: qHTS Assay for Inhibitors of Fructose-1,6-bisphosphate Aldolase from Giardia Lamblia: Coupling assay counterscreen; AID 2472, 2010; activity change, negative = inhibition, % at 58.2 µM, hits read low; coupling enzyme system counterscreen, AmpLite Red fluorescence; hit rate 0.67% among 290,000; in the data active = activity change below about -30%; also: % is scaled to controls: 0 for no effect and ±100 for the full control effect
#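 Compounds tested against the coupling enzymes alone at 57.5 uM final; readout was AmpLite Red fluorescence (525/598 nm) after 20 min at RT.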
# CXXC DNA block: qHTS Fluorescence Polarization Assay for Inhibitors of MLL CXXC domain - DNA interaction; MLL-CXXC / FITC-HOXA9 DNA fluorescence polarization; Potency, µM (series often up to 115 µM), for inactives: at the highest dose activity change, negative = inhibition, most hits filed as inhibitors; hit rate 0.037% among 290,000; AID 2662, 2010; Histone-lysine N-methyltransferase 2A (Homo sapiens), Q03164; active = well fitted inhibition curve with a large enough effect in the polarisation, with a control signal flat, not every such curve was filed as active; inconclusive = small, poorly fitted or top-dose-only effect, or effect the other way, or a change in a side signal; inactive = no such curve, though single readings can be large or run the other way; the % refers to the polarisation; also: potency is read from the fitted curve at half-maximal effect
#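 Steps: dispense CXXC domain solution (7 uM) → pin compounds or unlabeled HOX-A9 DNA control → 5 min ambient → add FLSN-HOX-A9 solution (50 nM) → spin → 30 min ambient → fluorescence polarization. Tris pH 7.5/NaCl/DTT/BSA buffer.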
# KCNH2 3.1 inh: qHTS for Inhibitors of KCHN2 3.1: Mutant qHTS. Potassium voltage-gated channel subfamily H member 2, brain isoform KCNH2 3.1 (human). AID 720553, 2013. U2OS KCNH2 3.1, thallium flux FluxOr; stronger effect = lower value. activity change, % (tested at about 1.8 µM). hit rate 0.95% among 340,000;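 active = maximum activity change below -70%; inconclusive = maximum activity change from -70% to -50%; inactive = maximum activity change above -50%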;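 also: thallium influx rate constant from kinetic fluorescence after stimulation buffer; % is scaled to controls: 0 for no effect and ±100 for the full control effect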
#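 Measured as rate of thallium-driven FluxOr signal in transduced U2OS cells carrying the 3.1 channel, read kinetically for 2 min upon stimulation; values are rate constants scaled to DMSO control wells.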
# B2AR arrestin: qHTS assay of beta-arrestin-biased ligands of beta2-adrenergic receptor; Beta-2 adrenergic receptor (Homo sapiens), P07550; beta-arrestin recruitment to beta2AR, cell-based reporter; Potency, µM (top dose mostly 46.1 µM), for inactives: at the top dose activation, hits mostly activators; hit rate 0.02% among 330,000;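 also: potency is read from the fitted curve at half-maximal effect; 0% = DMSO controls and full agonism = EC100 isoproterenol or metaproterenol; nearly all actives have a fitted effect of over 65% in size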
# Target sequence (P07550 whole entry, looked up): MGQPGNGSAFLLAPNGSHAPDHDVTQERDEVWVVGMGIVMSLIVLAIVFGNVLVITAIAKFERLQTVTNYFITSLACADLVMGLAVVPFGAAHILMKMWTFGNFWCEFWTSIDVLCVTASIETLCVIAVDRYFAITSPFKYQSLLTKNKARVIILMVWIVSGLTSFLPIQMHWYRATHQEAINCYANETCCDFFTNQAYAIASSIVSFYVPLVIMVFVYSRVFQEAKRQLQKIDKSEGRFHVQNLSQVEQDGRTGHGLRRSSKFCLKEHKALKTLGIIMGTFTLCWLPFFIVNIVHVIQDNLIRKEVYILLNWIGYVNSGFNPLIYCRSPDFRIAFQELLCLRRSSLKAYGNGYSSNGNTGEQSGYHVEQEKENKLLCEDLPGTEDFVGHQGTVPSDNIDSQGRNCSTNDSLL
# USP2a block: qHTS Assay for Inhibitors of Ubiquitin-specific Protease USP2a Using CHOP2 as the Reporter. USP2 core, Ub-CHOP2 coupled fluorogenic reporter, 485/531. hit rate 0.01% among 330,000. AID 463254, 2010. Potency, µM (titrated, usually from 38.3 µM), inactives show at the highest dose activity change, negative = inhibition, hits mostly inhibitors;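 also: potency is read from the fitted curve at half-maximal effect; plate controls were DMSO wells for no effect and full inhibition by NEM control for full effect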
#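 Deubiquitinase activity read as fluorescence (485/531 nm) after Ub-CHOP2 cleavage activates the enterokinase reporter on its substrate; USP2 core 10nM, Ub-CHOP2 and substrate 25nM each, 30min compound preincubation then 60min RT; data normalized to NEM, curves fitted.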
# GALK inh: qHTS Assay for Inhibitors of Human Galactokinase (GALK); Potency, µM (top dose mostly 57.5 µM), without a hit: top-dose activity change, negative = inhibition, hits mostly inhibitors; hit rate 0.007% among 270,000; AID 1868, 2009; P51570; Purified GALK, Kinase-Glo residual ATP luminescence; also: potency is read from the fitted curve at half-maximal effect; % is scaled to controls: 0 for no effect and ±100 for the full control effect
#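 Luminescence from leftover ATP (Ultra-Glo luciferase/luciferin) served as read-out after a 1 h room-temperature reaction of 5 nM GALK with 35 uM ATP and 100 uM galactose.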
# Menin MLL FP TR: qHTS Assay for Inhibitors Targeting the Menin-MLL Interaction in MLL Related Leukemias: Competition With Texas Red Labeled MLL-derived Mutant Peptide; Potency, µM (titrated, usually from 61.6 µM), inactives show top-dose FP activity change, negative = inhibition, actives largely listed as inhibitors; AID 1768, 2009; hit rate 0.23% among 270,000; O00255; Menin + Texas Red MLL mutant peptide, fluorescence polarization; active = well fitted inhibition curve with a large enough effect in the polarisation, with a control signal flat, not every such curve was filed as active; inconclusive = small, poorly fitted or top-dose-only effect, or effect the other way, or a change in a side signal; inactive = no such curve, though single readings can be large or run the other way; the % refers to the polarisation; also: potency is read from the fitted curve at half-maximal effect; % of control where 0% means no effect; many of its hits are not listed in these tables
# Target sequence (O00255 whole entry, looked up): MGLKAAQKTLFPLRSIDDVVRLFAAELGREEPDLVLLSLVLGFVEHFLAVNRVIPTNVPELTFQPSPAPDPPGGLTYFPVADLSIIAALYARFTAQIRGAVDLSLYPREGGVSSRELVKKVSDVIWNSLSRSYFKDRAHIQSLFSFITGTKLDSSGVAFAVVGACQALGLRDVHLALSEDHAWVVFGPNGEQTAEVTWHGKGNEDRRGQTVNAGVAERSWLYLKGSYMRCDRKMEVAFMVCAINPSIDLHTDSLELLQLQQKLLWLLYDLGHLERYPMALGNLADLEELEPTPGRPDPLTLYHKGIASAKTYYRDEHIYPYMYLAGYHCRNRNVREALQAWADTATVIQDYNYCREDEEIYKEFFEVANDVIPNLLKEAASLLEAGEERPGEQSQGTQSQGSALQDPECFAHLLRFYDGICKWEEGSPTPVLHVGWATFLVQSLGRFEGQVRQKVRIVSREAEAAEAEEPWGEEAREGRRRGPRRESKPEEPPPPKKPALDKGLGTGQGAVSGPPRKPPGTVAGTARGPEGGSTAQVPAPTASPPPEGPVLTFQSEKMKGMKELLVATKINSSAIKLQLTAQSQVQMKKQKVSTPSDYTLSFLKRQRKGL
# Starred values were filed as active, the others as inactive; i = inactive; ? = inconclusive; · = no result given; & = joins results of further samples; [ ] = dose if it differs, or a comment. Unless noted, calls follow the shape of the dose curve; as a rule, active = well fitted curve in the direction sought with a large enough effect; inconclusive = small, poorly fitted or top-dose-only effect, or another doubt; inactive = no such curve, though single readings can be large; an effect the other way counts as inactive or inconclusive.
SMILES,KCNH2 WT inh,PKM2 act,Giardia kill,TRPV1 agonist,FBPA coupling cs,CXXC DNA block,KCNH2 3.1 inh,B2AR arrestin,USP2a block,GALK inh,Menin MLL FP TR
COc1ccc(OC)c(NC(=O)c2cccc(S(=O)(=O)N3CCN(C(C)=O)CC3)c2)c1,-4,·,0,1,0,3%,-2,3.7%,3%,2%,·
COC(=O)Nc1cc(C(F)(F)F)ccc1N1CCN(c2ccccc2)CC1,3,-2%,-16,4,-3,6%,-11,-0.5%,1%,1%,?
C/C(=N/OC(=O)c1cccc(Cl)c1)c1nccs1,-2,-2%,-10,?,0,-4%,-4,-0.5%,0%,0%,11%
CN(Cc1ccon1)C(=O)CC1C(=O)NCCN1CC(C)(C)C (stereo unspecified),0,3%,6,-2,-8,19%,-20,-0.6%,1%,-1%,-13%
CC1CCC(NC(=O)CCC(=O)N2CC(C)Oc3ccccc32)CC1 (stereo unspecified),6,-2%,16,2,1,·,-6,-0.5%,-8%,·,-7%
O=C1CC(c2ccccc2)CC(O)=C1C=NCc1ccccc1 (stereo unspecified),18,-7%,1,1,-1,-6%,-31,-0.7%,-1%,·,-19%
Cc1ccc(S(=O)(=O)N2CCCCC2)cc1NC(=O)c1cc(=O)[nH]c2ccccc12,17,·,1,0,·,·,1,0.2%,-1%,·,·
On1c(-c2ccccc2Cl)nc2ccccc21,1,-5%,-16,2,0,-3%,2,-0.1%,0%,-2%,5%
CCN(CC)S(=O)(=O)c1cccc(-c2nnc(SCCOc3ccc(Cl)cc3)o2)c1,2,-3%,13,2,-1,-29%,-2,-0.3%,-2%,0%,9%
OCc1ncc(-c2ccccc2)s1,15,-4%,36[activator],-1,2,28%,7,-1.1%,1%,6%,0%
O=C(O)CCC(=O)Nc1ccccc1N1CCOCC1,-9,2%,11,-2,3,-3%,-3,-0.3%,-3%,0%,-24%
O=C(Nc1ccc(Cl)cc1)c1sccc1-n1cccc1,i,-3%,-15,-6,-1,0%,11,-0.1%,0%,-3%,3%
O=c1nccc(Nc2ccccc2)[nH]1,6,-6%,-23,-4,-4,8%,-6,-0.9%,2%,2%,22%
CC(C)c1ccc(NC(=O)CC2Oc3ccccc3NC2=O)cc1 (stereo unspecified),1,·,17,?,0,16%,20,-0.4%,-1%,1%,29%
COc1ccc(-c2c(C#Cc3ccsc3)c3cc(Br)ccc3n2C)cc1,-18,·,12,1,·,·,-9,-0.1%,0%,·,·
CCN(CC)C(=O)C(=O)c1c(-c2ccccc2)[nH]c2ccccc12,7,7%,8,13,0,2%,-4,0.0%,3%,-2%,-1%
O=C(COC(=O)c1ccc(Br)o1)Nc1ccc(S(=O)(=O)N2CCCC2)cc1,-13,-1%,-1,13,3,44%[activator],-14,0.0%,-2%,-4%,5%
Cc1nn(Cc2cccc(C(=O)NC(C)c3ccc(C(C)(C)C)cc3)c2)c(C)c1[N+](=O)[O-] (stereo unspecified),-23,-6%,15,3,0,-1%,·,0.0%,-11%,1%,2%
O=C(Nc1cccc([N+](=O)[O-])c1)c1ccc(N2CCCC2=O)cc1,6,·,-2,11,1,-2%,9,-0.5%,1%,10%,?
CNc1nc(-c2ccccc2)cc(-c2ccccc2)n1,3,6%,9,?,0,-3%,13,-0.2%,3%,4%,28%
O=C(CCS(=O)(=O)c1ccc(F)cc1)N1CCN(c2ccccc2)CC1,-27,·,-10,23,·,·,-8,-0.3%,1%,·,·
Cc1ccc(Nc2c(-c3ccco3)nc3nc(C)cc(C)n23)cc1,-1,12%,7&0,?,-2,0%,10,11%,3%,1%,2%
CCN1CCc2c(sc(NC(=O)c3ccc(S(=O)(=O)N4CCOCC4)cc3)c2C(N)=O)C1,11,-2%,2,-4,1,3%,-16,0.0%,1%,1%,-19%
CCOC(=O)N1CCN(C(=O)c2ccc3c(c2)N(C)C(=O)/C(=C\c2ccc(OCC)c(OC)c2)S3)CC1,?,·,-6,-2,-2,0%,-20,0.5%,2%,-2%,5%
Cc1cccc(OCCOc2ccccc2C=C(C#N)C#N)c1,2,5%,0,9,-2,?,13,0.2%,5%,0%,5%
CCOc1ccc2[nH]c(=O)c(C(c3nnnn3Cc3ccco3)N3CCCC(C)C3)cc2c1 (stereo unspecified),10,10%,-4,22,-10,-5%,-11,-1.0%,-1%,-2%,39%[activator]
CC(=O)NCCc1nc2cc(NC(=O)c3ccc(Cl)cc3)ccc2n1C,3,·,?,-1,1,0%,10,-0.5%,-5%,2%,-30%
COC(=O)c1c(C(=O)OC)c2ccccn2c1C(=O)c1ccccc1,-10,-1%,-14,-3,-2,5%,5,-1.2%,-2%,-3%,-10%
CCOC(=O)c1c(Nc2ccc(Cl)cc2)sc(/C=C2\C=Nc3ccccc32)c1O,-17,2%,5,2,0,9%,-18,0.2%,4%,-4%,?
Cc1cc(=O)cc(C)n1-c1ccc(Cl)c(Cl)c1,1,0%,3,0,1,0%,-13,-0.6%,2%,0%,6%
CCCCNc1ncnc2c1nnn2Cc1ccccc1Cl,-6,1%,1,0,3,5%,8,-1.1%,1%,0%,-2%
O=C(NCCc1ccc2c(c1)OCCO2)c1ccc([N+](=O)[O-])cc1Cl,·,3%,?,11,3,6%,7,0.0%,0%,1%,-4%
Cc1cc(C)c[n+](CC(=O)c2ccc(-c3ccccc3)cc2)c1,-1,-17%,-4,-5,-1,-8%,4,-0.2%,-1%,3%,-19%
CSc1nc(-c2ccccc2)cc(C)c1C#N,23,-4%,-1,2,-4,0%,3,0.1%,0%,6%,28%
Cn1nc(C(=O)NCc2cccnc2)c2ccccc2c1=O,1,-2%,3,8,-1,-1%,13,-0.1%,2%,7%,-3%
O=C(c1ccco1)N1CCN(C(=O)C2CC(c3ccc(Cl)c(Cl)c3)=NO2)CC1 (stereo unspecified),2,8%,10,3,5,8%,-3,-0.1%,-1%,-2%,13%
COc1ccc(NC(=O)C(=O)N/N=C/c2cccnc2)cc1,-10,3%,13,-2,1,17%,11,-0.3%,0%,-1%,·
O=C(CCNC(=O)c1ccc(Cl)cc1)Nc1cccc(S(=O)(=O)N2CCCCC2)c1,18,·,-2,3,·,·,-8,-0.8%,-1%,·,·
CC(C)Oc1cc(NC(=O)CS(=O)(=O)CC(=O)N(C)C)c(Cl)cc1Cl,-2,0%,16,-2,0,-3%,-7,0.8%,0%,0%,10%
O=C(COc1ccc(Br)cc1)NC(=S)Nc1ccccc1N1CCOCC1,-6,0%,18,-3,1,-2%,-10,0.1%,1%,-5%,16%
CN(CC(=O)Nc1ccc(F)cc1)C(=O)CCc1nc2ccccc2c(=O)[nH]1,15,·,2,1,·,·,3,-0.1%,2%,·,·
CCOc1ccc(N2C(=O)CC(SC(=NC)Nc3ccc(F)cc3)C2=O)cc1 (stereo unspecified),6,-6%,32[activator],5,1,-8%,-11,0.2%,-4%,-4%,?
Cc1ccccc1C(=O)N1CCN(c2ccc(NC(=O)c3ccco3)cc2Cl)CC1,8,-3%,8,?,2,9%,-42,-0.1%,-1%,0%,-3%
CC(C)COc1ccc(C(=O)Nc2ccc(N3CCOCC3)cc2N2CCOCC2)cc1,-4,-2%,8,?,-5,15%,-13,-0.9%,-1%,-1%,-10%
NC(=O)CCC(NS(=O)(=O)c1ccc(Cl)cc1)C(=O)NCC1CCCCC1 (stereo unspecified),-2,2%,-12,0,-2,2%,4,0.1%,2%,0%,1%

# Screening data deposited in PubChem BioAssay by National Center for Advancing Translational Sciences (NCATS).

# Some of the compounds tested; rates above refer to the full screens.
